RAM inhibit: inhibitors of the yeast RAM network, primary screen, dse1pr::URA3 reporter, 5-FOA selection | S. cerevisiae dse1pr::URA3 reporter, 5-FOA growth OD615, 2 d; analog-sensitive cbk1-as2 kinase mutant strain | inhibition, % at 50 µM | hit rate 1.8% among 190,000 | AID 868, 2007;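 active = inhibition above a set limit, 3 SD over mean compound inhibition, cut at about 8.4% in these data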;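 also: 0% = DMSO-only wells with no growth and 100% = 10 µM 1-NA-PP1 full growth; inhibition rescues growth on 5-FOA so higher OD means more RAM inhibition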
bIAP inh: bovine intestinal alkaline phosphatase inhibitors, primary screen, selectivity assay for TNAP inhibitor project, biochemical, bovine IAP, CDP-star luminescence; alkaline phosphatase, intestinal [Bos taurus]; purified bovine IAP, 30 min; inhibition, % at 20 µM; 190,000 tested, under 10 active;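 active = over 50% inhibition of intestinal alkaline phosphatase at 20 µM in the single-dose screen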
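System: purified bovine intestinal alkaline phosphatase (IAP) enzyme; Input: IAP diluted 1/65,000,000 in the well; Measured by: CDP-star luminescence signal; Compound dosing: 20 µM single dose; Incubation: 30 min reaction at room temperature.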
L major viab: Leishmania major promastigote growth inhibition, primary screen; Leishmania major promastigotes, resazurin fluorescence viability; inhibition, % at 10 µM; hit rate 9% among 200,000; AID 1063, 2008; in the data active = inhibition above about 50%;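 also: promastigotes grown with compound for 44 hours at 28 °C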
TNAP inh hiacc: human TNAP enzyme inhibitors, primary screen, biochemical, luminescent, high phosphate acceptor level, uHTS. inhibition, % at 20 µM. hit rate 0.03% among 200,000. AID 1135, 2008. purified TNAP, CDP-star luminescence, 1 M DEA;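 active = over 50% inhibition of tissue-nonspecific alkaline phosphatase at 20 µM in the single-dose screen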;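 also: plate controls were DMSO wells for no effect and EDTA-quenched wells as full inhibition for full effect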
Target sequence (P05186 whole entry, looked up): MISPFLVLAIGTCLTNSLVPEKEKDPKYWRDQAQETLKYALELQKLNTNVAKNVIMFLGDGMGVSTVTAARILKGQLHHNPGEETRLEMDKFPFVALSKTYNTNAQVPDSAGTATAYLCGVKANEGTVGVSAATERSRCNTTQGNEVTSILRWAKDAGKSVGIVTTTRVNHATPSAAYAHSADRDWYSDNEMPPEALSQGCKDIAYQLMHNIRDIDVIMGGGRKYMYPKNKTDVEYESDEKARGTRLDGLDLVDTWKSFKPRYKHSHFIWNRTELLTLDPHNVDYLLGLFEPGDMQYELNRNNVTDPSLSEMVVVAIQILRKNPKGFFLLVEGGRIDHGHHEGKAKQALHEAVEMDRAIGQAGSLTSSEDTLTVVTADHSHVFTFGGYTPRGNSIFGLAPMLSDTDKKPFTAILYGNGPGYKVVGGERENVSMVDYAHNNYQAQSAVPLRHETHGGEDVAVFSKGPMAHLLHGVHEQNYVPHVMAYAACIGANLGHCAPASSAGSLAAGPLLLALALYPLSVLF
TNAP act hi DEA: TNAP activators at high phosphate acceptor level, primary screen, biochemical, luminescence, uHTS. 200,000 tested, under 10 active. purified TNAP, CDP-star luminescence, 1 M DEA, 30 min; hits give high values; 0 = EDTA background, 1 = DMSO-only activity. activation factor at 20 µM. Alkaline phosphatase, tissue-nonspecific isozyme (Homo sapiens), P05186;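 active = activation factor at least 2 at 20 µM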
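Test system – human TNAP · Doses – 20 µM single point · Incubation – 30 min, room temperature · Signal – luminescent substrate turnover signal · Read-out basis – activation factor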
bIAP act: bovine intestinal alkaline phosphatase activators, primary screen, biochemical, bovine IAP, CDP-star luminescence. purified bovine IAP, 30 min; hits give high values; fold of DMSO-control signal, blank-subtracted. activation factor at 20 µM. hit rate 0.17% among 200,000. AID 1016, 2008;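 active = activation factor of 2 or more at 20 µM, a signal rise over negative controls twice the positive control's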
FLuc inh counter: firefly luciferase enzyme inhibitors, primary screen, artefact control for luciferase-based inhibitor screens, biochemical, luminescence, ATPLite; Luciferin 4-monooxygenase (Photinus pyralis), P08659; 10 min; inhibition, % at 10 µM; hit rate 1.5% among 200,000; AID 1006, 2008;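 active = inhibition above about 50% when tested at 10 µM, limit read from the data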
Target sequence (P08659 whole entry, looked up): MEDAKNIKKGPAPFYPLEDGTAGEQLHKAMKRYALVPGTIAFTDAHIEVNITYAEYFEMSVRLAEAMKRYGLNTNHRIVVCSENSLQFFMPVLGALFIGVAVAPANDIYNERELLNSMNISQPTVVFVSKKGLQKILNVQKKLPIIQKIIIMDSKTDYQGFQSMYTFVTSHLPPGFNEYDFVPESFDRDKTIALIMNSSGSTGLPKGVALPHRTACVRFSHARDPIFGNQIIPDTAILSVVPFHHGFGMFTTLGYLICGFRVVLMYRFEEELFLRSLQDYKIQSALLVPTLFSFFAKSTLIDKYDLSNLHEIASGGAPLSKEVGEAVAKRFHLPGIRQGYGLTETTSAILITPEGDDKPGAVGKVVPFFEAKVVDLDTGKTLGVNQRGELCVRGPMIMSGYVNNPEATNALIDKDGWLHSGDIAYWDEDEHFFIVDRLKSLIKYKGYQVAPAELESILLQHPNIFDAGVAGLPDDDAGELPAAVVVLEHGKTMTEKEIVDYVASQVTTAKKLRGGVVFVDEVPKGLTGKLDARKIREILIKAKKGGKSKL
APP 5UTR inh: inhibitors of APP translation via 5'UTR reporter, primary screen, APP 5'UTR luciferase, SH-SY5Y cells | SH-SY5Y APP 5'UTR-luciferase reporter, luminescence | inhibition, % at 2 µM | hit rate 0.82% among 190,000 | AID 1285, 2008;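 active = inhibition above a set limit, derived from the sample mean plus 3 SD, cut at about 45% in these data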; also: values of inactives mirror those of a sister screen read the other way
TNAP inh no acc: human TNAP enzyme inhibitors, primary screen, biochemical, luminescent, no phosphate acceptor, uHTS; Alkaline phosphatase, tissue-nonspecific isozyme (Homo sapiens), P05186; inhibition, % at 20 µM; hit rate 0.26% among 200,000; purified TNAP, CDP-star luminescence, 30 min; AID 1012, 2008;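 active = tissue-nonspecific alkaline phosphatase inhibition above about 50% at 20 µM in the single-dose screen, limit read from the data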;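 also: 0% = DMSO negative control and 100% = EDTA positive control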
FLuc act counter: FLuc activators, initial screening, artefact control for FLuc-dependent activation tests, biochemical, ATPlite luminescence | Luciferin 4-monooxygenase (Photinus pyralis), P08659 | ATPlite luciferase biochemical, 10 min; 0 = ATP-free wells, 1 = DMSO control | activation factor at 10 µM | 200,000 tested, under 10 active | AID 1027, 2008;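 active = luciferase activation factor, scaled between plate controls, of at least 2 with compound at 10 µM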
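System: Luciferase/luciferin detection reagent, cell-free biochemical luciferase assay | Medium: PBS buffer for ATP | Dosing: Test compounds dosed from 2 mM stocks in 100% DMSO | Timing: 10 min at ambient temperature | Signal: Luminescence measurement of luciferase light output | Evaluation: Luciferase activation, seen as luminescence increase over controls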
Numbers without * were called inactive. No enrichment for hits (roughly 13% active in at least one column).

Start of the data: the first 2 entries, ahead of the listing:
SMILES	RAM inhibit	bIAP inh	L major viab	TNAP inh hiacc	TNAP act hi DEA	bIAP act	FLuc inh counter	APP 5UTR inh	TNAP inh no acc	FLuc act counter
CCOC(=O)c1nnc(-c2ccccc2)nc1N1CC(C)OC(C)C1 (stereo not given)	0.6	-1	2	-3	1	1	-5	10	-3	1.1
CCOc1ccc2nc(N3CCCC(C(=O)N4CCN(CC)CC4)C3)sc2c1 (stereo not given)	-0.7	-30	3	-5	1.1	1.3	14	-40	-13	0.9

Results, from the start:
SMILES	RAM inhibit	bIAP inh	L major viab	TNAP inh hiacc	TNAP act hi DEA	bIAP act	FLuc inh counter	APP 5UTR inh	TNAP inh no acc	FLuc act counter
CCOC(=O)c1nnc(-c2ccccc2)nc1N1CC(C)OC(C)C1 (stereo not given)	0.6	-1	2	-3	1	1	-5	10	-3	1.1
CCOc1ccc2nc(N3CCCC(C(=O)N4CCN(CC)CC4)C3)sc2c1 (stereo not given)	-0.7	-30	3	-5	1.1	1.3	14	-40	-13	0.9
COc1ccc(N(CC(=O)Nc2cccc(C(=O)O)c2)S(=O)(=O)c2c(C)noc2C)cc1	1.7	8	-7	-4	1	0.9	-8	4	-1	1.1
Cc1ccccc1NC1=C(Cl)C(=O)OC1OC(=O)c1ccccc1C (stereo not given)	6.0	6	40	-4	1	0.9	-7	-6	-8	1.1
CC(C(=O)OCC(=O)Nc1cccc(S(=O)(=O)N2CCOCC2)c1)N1C(=O)c2ccccc2C1=O (stereo not given)	1.4	-1	-8	-2	1	1	-4	-25	0	1
O=C(c1ccc2c(c1)OCO2)N1CCN(C(=O)c2ccco2)CC1	-0.6	0	-3	2	1	1	-1	8	-3	1
COC(=O)c1sccc1NC(=O)CSc1cccc(Cl)c1Cl	8.7*	31	2	-3	1	0.7	-8	-14	4	1.1
COc1ccccc1C/C(N)=N/OC(=O)c1ccco1	-0.4	-5	-5	-2	1	1.1	-3	6	-4	1
CCCCNC(=O)CC1Nc2ccccc2NC1=O (stereo not given)	-0.5	13	-2	-4	1	0.9	-1	6	-10	1
COC(=O)[C@H](CC(C)C)NC(=O)CCc1nnc(COc2ccccc2)o1	-0.8	-2	-3	6	0.9	1	5	-11	2	1
COc1cc(-c2nc(CN3CCN(CC(C)C)C(=O)[C@@H]3C)c(C)o2)ccc1F	2.1	-12	-4	-2	1	1.1	0	23	-5	1
O=S(=O)(N/N=C/c1c(F)cccc1Cl)c1ccccc1	0.9	-4	-5	-4	1	1	2	-14	-7	1
COCCOC(=O)C(C#N)c1nc2ccccc2nc1N1CCN(Cc2ccccc2)CC1 (stereo not given)	1.0	10	17	7	0.9	0.9	-2	11	6	1
C/C(=N\Nc1cccc(C(=O)O)c1)c1ccc(Cl)s1	3.5	3	14	-2	1	1	-2	-86	-14	1
O=C(Nc1ncc(Br)s1)C1CCCN1S(=O)(=O)c1cccc2cccnc12 (stereo not given)	2.9	10	-2	1	1	0.9	-4	12	-15	1
CCOC(=O)CSc1nnc(CNC(=O)c2cccc(C)c2)n1-c1ccccc1OC	-0.1	-6	-4	-3	1	1.1	-5	-8	-12	1.1
Cc1ccc(/C=N/Nc2nc3ccccc3[nH]2)s1	0.1	-21	57*	3	1	1.2	72*	-135	-78	0.3
CCOC(=O)Cn1nnnc1C	-0.8	-10	-3	-3	1	1.1	-3	-27	-12	1
O=C(Nc1cc(C(=O)N2CCCC2)ccc1N1CCCC1)C1CC1	1.2	2	-1	-3	1	1	-6	0	-12	1.1
O=C(CCSc1nnc(-c2ccco2)o1)Nc1ccc(F)cc1	1.2	-7	-12	-2	1	1.1	-3	18	-6	1

Arranged by formula weight (rising): part of the list above
SMILES	RAM inhibit	bIAP inh	L major viab	TNAP inh hiacc	TNAP act hi DEA	bIAP act	FLuc inh counter	APP 5UTR inh	TNAP inh no acc	FLuc act counter
CCOC(=O)Cn1nnnc1C	-0.8	-10	-3	-3	1	1.1	-3	-27	-12	1
CCOC(=O)CSc1nnc(CNC(=O)c2cccc(C)c2)n1-c1ccccc1OC	-0.1	-6	-4	-3	1	1.1	-5	-8	-12	1.1
O=C(Nc1ncc(Br)s1)C1CCCN1S(=O)(=O)c1cccc2cccnc12 (stereo not given)	2.9	10	-2	1	1	0.9	-4	12	-15	1

The list goes on.
SMILES	RAM inhibit	bIAP inh	L major viab	TNAP inh hiacc	TNAP act hi DEA	bIAP act	FLuc inh counter	APP 5UTR inh	TNAP inh no acc	FLuc act counter
COc1cc2c(cc1OC)C(c1ccncc1)CC(=O)N2 (stereo not given)	1.2	0	-7	-4	1	1	-3	10	-11	1
O=C(O)c1cccnc1Sc1ccc(Cl)cc1	1.6	-2	5	-6	1.1	1	-4	10	-14	1
O=C1CN(C(=O)COC(=O)C23CC4CC(CC(O)(C4)C2)C3)c2ccccc2N1	0.7	-8	-11	-7	1.1	1.1	-6	-21	-16	1.1
O=C(/C=C/c1ccnc2ccccc12)c1cccs1	-0.9	-12	100*	3	1	1.1	96*	-183	0	0
CC(OC(=O)c1ccccc1O)C(=O)Nc1cccc(Cl)c1 (stereo not given)	4.0	-2	22	-2	1	1	-4	-10	-12	1
c1cnc(Oc2ccc(-c3nnco3)cc2)cn1	1.0	3	8	-7	1.1	1	1	0	-8	1
CC(C)CCn1c(SCC(N)=O)nc2c1c(=O)n(C)c(=O)n2C	2.9	-5	-2	-6	1.1	1.1	-1	-10	-21	1
Cc1ccc2c(c1)-c1c(cnn1CC(=O)O)CO2	-0.3	-8	-1	0	1	1.1	-3	2	-9	1
O=C(Nc1nnc(C(F)(F)F)s1)c1ccc(N2C(=O)C3C4C=CC(C4)C3C2=O)cc1 (stereo not given)	1.9	15	-6	-9	1.1	0.8	-5	-22	-12	1.1
Cc1ccnc(N2CCC(C(=O)Nc3ccc(Oc4ccccc4)cc3)CC2)n1	4.4	0	-5	-1	1	1	-2	-7	12	1
Cc1ccc2c(COC(=O)c3c(C)noc3C)cc(=O)oc2c1	2.5	11	-1	-4	1	0.9	-4	-10	-10	1
COc1ccc(OCCCn2cc(/C=C3/C(=N)N4C=C(C)SC4=NC3=O)c3ccccc32)cc1	7.0	-4	87*	11	0.9	1	-8	16	15	1.1
COc1cc(/C=N/n2c(=S)[nH]nc(C)c2=O)cc([N+](=O)[O-])c1O	0.6	10	-1	5	1	0.9	-3	11	2	1
CN(C(=O)COc1ccc(Cl)cc1)c1nnc(C23CC4CC(CC(C4)C2)C3)s1	3.1	8	-10	-7	1.1	0.9	-5	-4	-12	1.1
C#CCOCCOCCOCCNc1nc(N2CCOCC2)nc(N2CCN(C(=O)[C@H]([C@@H](C)CC)n3cc(CCCCN)nn3)CC2)n1	-0.7	7	-6	-6	1.1	0.9	-6	-3	-9	1.1
CCN(CC)c1ccc(C(=O)N/N=C(\C)c2ccc(O)cc2)cc1	1.3	3	29	-3	1	1	4	-10	-4	1
Cc1ccc2c(CC(=O)NCc3ccco3)coc2c1C	0.1	10	1	-2	1	0.9	-3	14	-20	1
COc1ccccc1NC(=O)N1CCCC1C(=O)NC1CCCCC1 (stereo not given)	4.0	2	-1	3	1	1	-6	0	18	1.1
CC(=O)Nc1ccccc1C(=O)C(=O)Nc1cccc(C(=O)NCc2ccc(C)cc2)c1	1.9	-4	-3	-1	1	1	-5	-26	-9	1
CSc1ccccc1NC(=O)c1ccc(Br)o1	0.3	41	-1	-12	1.1	0.6	3	5	-11	1
O=C(C1CCCN1C(=O)c1cccs1)N1CCN(Cc2ccc3c(c2)OCO3)CC1 (stereo not given)	1.1	12	-3	-4	1	0.9	-11	-4	-11	1.1
Cc1cc(OCC(=O)O/N=C(\N)c2ccccc2)ccc1Br	4.2	5	-3	-5	1.1	0.9	-2	-10	-6	1
Cc1ccsc1C(=O)c1sccc1C	-0.3	0	4	-3	1	1	-3	-11	-7	1
CC(=O)c1ccc(NC(=O)c2ccccc2Sc2ncnc3sc(C)c(C)c23)cc1	2.5	-9	2	-6	1.1	1.1	-7	2	3	1.1
Cc1ccc(S(=O)(=O)/N=C(/NC(=S)Nc2cccc(C)c2)c2ccccc2)cc1	-0.1	35	-7	-4	1	0.6	-1	-3	17	1
COc1ccc(NC(=O)C(Br)C(C)C)cc1 (stereo not given)	0.5	-2	-3	-1	1	1	1	-18	-2	1
CCN(CC)CCNC(=O)c1ccccc1N	1.8	6	-3	-1	1	0.9	-5	0	-10	1.1
Brc1cc2c(cc1/C=N/Nc1nc(N3CCOCC3)nc(N3CCOCC3)n1)OCO2	0.9	8	3	-6	1.1	0.9	-9	7	-9	1.1
COc1ccc([N+](=O)[O-])cc1N(CC(=O)N1CCOCC1)S(C)(=O)=O	1.1	-8	-14	-2	1	1.1	4	5	-4	1
CCN1/C(=C2\SC(=S)N(Cc3ccccc3)C2=O)Sc2ccccc21	7.5	4	-5	10	0.9	1	-1	28	3	1
COC(=O)N1CC(=O)N(OC)C1c1ccc(Cl)cc1Cl (stereo not given)	1.7	-2	2	-4	1	1	-4	4	-9	1
COc1ccc(CN(C(=O)c2cccs2)c2nccs2)cc1OC	6.9	2	1	-4	1	1	-9	-8	-4	1.1
COc1cc(NC2c3ccccc3C(=O)N2Cc2ccc3c(c2)OCO3)cc(OC)c1OC (stereo not given)	1.0	3	8	-7	1.1	1	-10	10	-5	1.1
COc1ccc(C(=O)NCC(=O)OCc2ccc(F)cc2)cc1	1.3	5	-9	-1	1	0.9	-2	-10	-12	1
Cc1ccc(-n2nnnc2SCC(=O)NNC(=O)c2ccco2)c(C)c1	0.3	-30	-7	-2	1	1.3	-6	-6	-14	1.1
NC1=NC(=O)/C(=C\c2cccnc2)S1	0.5	-2	0	-1	1	1	-2	-5	-11	1
NC(=O)C1CCN(C(=O)CSc2nc3ccccc3[nH]2)CC1	1.6	10	-1	-8	1.1	0.9	-4	0	-13	1
CCCC(CCC)C(=O)Nc1c[nH]c(=O)[nH]c1=O	0.6	8	-1	-7	1.1	0.9	-8	19	20	1.1
COc1ccccc1CNC(=O)C/C(C)=N/NC(=O)Cc1ccc(OC)c(OC)c1	0.0	1	-1	-1	1	1	-5	-12	-4	1.1
O=C(/C=C/c1cccs1)c1cc(Cl)ccc1OC(=O)N1CCOCC1	1.2	-2	100*	1	1	1	-2	-16	-3	1
CC1(C)Cc2ccccc2C(/C(=N\Nc2cccc(Cl)c2)C(N)=O)=N1	0.4	12	98*	15	0.9	0.9	-2	-15	5	1
Cc1ccc(C(=O)N/N=c2\sc3ccccc3n2C)cc1	0.5	-38	0	-2	1	1.4	19	-18	-6	0.8
C=CCN(c1cccc(C(F)(F)F)c1)S(=O)(=O)c1cccc(C(=O)OCC(=O)NC(N)=O)c1	9.1*	2	5	-2	1	1	-8	-3	4	1.1
